# Compound activity deposited in PubChem by several laboratories.
# MC4R barr agon: agonists of human melanocortin 4 receptor (MC4R) beta-arrestin; 360,000 tested, 0.98% active; P32245; U2OS MC4R beta-arrestin complementation, luminescence; percent of melanotan II response, DMSO zero; activation, % at 8.9 µM;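 active = activation above a per-plate cutoff, the mean activation of sample wells on that plate plus 3 SD, cut at about 8% in these data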
# Target sequence (P32245 whole entry, looked up): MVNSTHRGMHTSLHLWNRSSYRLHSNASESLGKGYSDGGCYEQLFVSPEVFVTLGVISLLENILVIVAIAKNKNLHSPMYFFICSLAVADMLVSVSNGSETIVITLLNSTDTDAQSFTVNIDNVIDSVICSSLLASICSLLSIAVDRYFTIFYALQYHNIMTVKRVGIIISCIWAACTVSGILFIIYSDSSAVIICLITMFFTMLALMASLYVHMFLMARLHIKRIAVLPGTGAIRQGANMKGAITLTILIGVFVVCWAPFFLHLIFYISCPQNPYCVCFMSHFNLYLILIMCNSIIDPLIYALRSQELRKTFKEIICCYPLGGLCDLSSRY
# N-glyco inh: blocks N-linked glycosylation in D54 reporter cells. 360,000 tested, 0.23% active. reporter increase, % at 12.5 µM. D54 ERlucT glycosylation luciferase reporter, 24 h; percent of 100 nM tunicamycin response;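 active = mean luciferase reporter signal, scaled so untreated is 0 and the glycosylation-blocking control 100, at or above a set limit in every replicate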;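 note: luciferase carries N-glycosylation sites so blocking glycosylation raises the light; 0% = median of neutral control wells and 100% = median of 100 nM tunicamycin wells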
# Vif inh: blocks HIV Vif function; 340,000 tested, 0.35% active; inhibition, % at 7.49 µM; HEK293T cells, Vif self-association by quenched fluorescence, imaging, 24 h; in the data active = inhibition above about 50%, passing the limit was not always enough; note: some results filed as inactive read as strong as hits
# ABCB6 inh MLPCN: human ABCB6 transporter inhibition | Q9NP58 | K562-ABCB6 porphyrin accumulation, flow cytometry, 1 h; active compounds read low | fluorescence ratio to DMSO, % at 10 µM | 360,000 tested, 0.19% active;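 active = fluorescence ratio to DMSO below 75%, the collection mean minus 3 SD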;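 note: signal is porphyrin accumulated inside mitochondria; 100% equals median channel fluorescence of DMSO control wells; lower ratio means ABCB6 inhibition with less porphyrin fluorescence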
# ABHD5 PLIN5 PPI: blocks binding of human ABHD5 to perilipin-5; 360,000 tested, 0.78% active; Split G. princeps luciferase complementation, luminescence, 4 h; AID 602281; inhibition, % at 4 µM;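 active = inhibition above the mean inhibition across every tested compound plus 3 SD, cut at about 22% in these data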;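 note: 0% = DMSO only wells and the 100% control is not disclosed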
# Granule exo inh: blocks lytic granule exocytosis; inhibition, % at 10 µM; TALL-104 LAMP-1 surface exposure, flow cytometry; cells stimulated with thapsigargin and PMA; 360,000 tested, 0.66% active;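 active = inhibition above about 55%, limit read from the data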
# NOD2-RIPK2 inh: NOD2-RIPK2 protein interaction inhibition. O43353. CHO BLA complementation NOD2-RIPK2, CCF4 ratio. inhibition, % at 4.98 µM. 360,000 tested, 0.38% active. AID 624267; in the data active = inhibition above about 21%;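 note: 0% = vehicle only and 100% = reference blocker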
# Target sequence (O43353 whole entry, looked up): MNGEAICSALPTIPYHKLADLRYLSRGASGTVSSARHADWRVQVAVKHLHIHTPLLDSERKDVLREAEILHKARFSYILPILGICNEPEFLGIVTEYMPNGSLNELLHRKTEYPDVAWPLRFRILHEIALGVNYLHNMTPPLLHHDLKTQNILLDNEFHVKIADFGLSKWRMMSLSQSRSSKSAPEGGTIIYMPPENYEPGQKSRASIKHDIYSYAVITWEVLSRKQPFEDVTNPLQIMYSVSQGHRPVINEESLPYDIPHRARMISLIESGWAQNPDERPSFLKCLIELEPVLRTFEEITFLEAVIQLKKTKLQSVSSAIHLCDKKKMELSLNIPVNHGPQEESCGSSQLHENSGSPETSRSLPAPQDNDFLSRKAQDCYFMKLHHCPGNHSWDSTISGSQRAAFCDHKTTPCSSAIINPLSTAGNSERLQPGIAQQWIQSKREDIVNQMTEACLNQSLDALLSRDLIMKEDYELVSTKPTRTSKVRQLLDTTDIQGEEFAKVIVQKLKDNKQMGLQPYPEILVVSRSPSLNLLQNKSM
# MC4R antag cAMP: antagonists of human melanocortin 4 receptor (MC4R); inhibition, % at 6.5 µM; AID 540295; 360,000 tested, 0.48% active; MC4R-expressing cells, MTII-stimulated cAMP, LANCE TR-FRET;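 active = inhibition above its plate's cutoff, the mean of tested wells on that plate plus 3 SD, cut at about 29% in these data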;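 note: 0% = Melanotan II alone and 100% = Melanotan II plus saturating MCL0020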
#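 Assay system: human MC4R-expressing U2OS cells; reagent: Melanotan II stimulation of cells; dosing: 6.5 µM single dose; timing: compound 30 min, challenge 1 h, detection 1 h; signal: TR-FRET cAMP assay; replicates: one well per compound, no replicates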
# TLR9-MyD88 inh: TLR9-MyD88 interaction inhibition | Q9NR96+Q99836 | CHO BLA complementation TLR9-MyD88, CCF4 FRET ratio | inhibition, % at 4.98 µM | 340,000 tested, 0.21% active | AID 504734;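 active = inhibition above the mean over all tested compounds plus 3 SD, cut at about 21% in these data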;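 note: 0% = DMSO only wells and 100% = clavulanate BLA inhibitor control wells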
# aDG glyco act: increases alpha dystroglycan glycosylation | Pro5-aDG cells, alpha-DG glycosylation AlphaScreen (IIH6); 0% Pro5, 100% B10-LARGE cell signal | activation, % at 10 µM | 360,000 tested, 0.22% active | AID 624168;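 active = activation of at least 8% versus controls, or a plate z-score of at least 8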;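 note: Pro5 are CHO cells carrying HIG-tagged alpha-DG that lacks glycosylation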
# Active calls of the source: *; i = inactive; nt = no result given. These rows are one share of the data; the hit share may differ from the screen's.
no.	SMILES	MC4R antag cAMP	TLR9-MyD88 inh	aDG glyco act	Vif inh	ABCB6 inh MLPCN	ABHD5 PLIN5 PPI	NOD2-RIPK2 inh	Granule exo inh	MC4R barr agon	N-glyco inh
1	CC1(C(=O)NCc2cccs2)Cc2c(-c3ccc4c(c3)OCO4)ccnc2O1 (configuration not stated)	-12	nt	1.2	nt	94	-1	14	27	2.1	18
2	O=C(CCC(=O)N(CC(=O)NC1CCCC1)c1ccc(F)cc1)Nc1nccs1	2	-2	0.1	3	98	3	0	-8	-2.9	3
3	Cc1cc(C(=O)Nc2ccc(N3CCCC3)c(Cl)c2)ccc1[N+](=O)[O-]	5	15	1.2	-1	87	-9	1	-4	-1.1	-4
4	CCN(CC(=O)Nc1ccccc1C(F)(F)F)C(=O)Cc1ccccc1	16	-14	0.0	-8	100	3	-5	-6	-0.4	2
5	O=C(NCCc1nnc2ccc(NCCCN3CCOCC3)nn12)c1ccccc1F	0	-8	0.2	30	98	4	12	-8	-1.2	-1
6	Cc1cc(Cl)ccc1NC(=S)NCCc1ccc(S(N)(=O)=O)cc1	14	-4	0.0	29	100	-5	5	2	0.0	-3
7	O=C1CN(C(=O)COC(=O)CCSc2ccccc2Cl)c2ccccc2N1	5	2	-0.2	11	96	-2	6	-3	-1.4	4
8	O=C(NC1(O)C(=O)c2ccccc2C1=O)c1c(Cl)cccc1Cl	2	nt	0.0	6	95	19	-4	2	0.4	1
9	CC1CCN(C(=O)NC(=O)c2ccc(Cl)cc2)CC1	1	-1	-0.1	nt	95	0	-1	9	-3.0	nt
10	CCC(C)NC(=O)/C=C/c1ccc(S(=O)(=O)NCc2ccco2)cc1 (configuration not stated)	4	10	-0.4	14	98	-3	-2	1	-2.1	0
11	COc1cc(-c2nnc(NC(=O)CCS(=O)(=O)c3ccccc3)o2)cc(OC)c1OC	14	-4	-0.1	0	102	9	-1	-2	1.4	-1
12	C/C(=N\NC(=O)c1ccc(OC2CCCC2)cc1)c1ccc(O)cc1	9	-4	-0.1	-6	93	-3	-2	8	-0.8	6
13	Nc1c2nc(-c3ccccc3)[nH]c(=O)c2nc(=O)n1-c1ccccc1	13	8	-0.3	7	101	-5	-5	0	15*	-3
14	CN1CCN(c2ncnc3c2ncn3[C@H]2CN(Cc3cccnc3)C[C@@H](CO)O2)CC1	4	nt	-0.2	-8	88	6	-9	-1	-0.1	0
15	Cc1ccc(C(=O)NNC(=O)c2cccs2)cc1	2	11	0.4	1	94	3	-1	-3	-3.0	-2
16	CNC(=O)NC(=O)C(OC(=O)c1cccc(S(=O)(=O)N2CCCCC2)c1)c1ccccc1 (configuration not stated)	-3	-7	-0.3	-6	100	2	-6	-2	1.8	-1
17	Cc1occc1C(=O)/C(C#N)=C/c1ccc(O)c(Br)c1	2	-1	-0.2	16	92	12	-11	18	-2.9	1
18	COc1ccc(NC(=O)C2CCCN(S(=O)(=O)c3cnc[nH]3)C2)cc1 (configuration not stated)	-2	-9	0.2	8	104	5	-5	0	-0.8	0
19	COc1ccccc1N1CC(C(=O)OC(C)C(=O)Nc2ccc(F)cc2)CC1=O (configuration not stated)	-4	6	-0.1	-7	117	0	2	8	-1.7	0
20	COc1cc2oc(=O)cc(-c3ccc(-c4ccc(C(F)(F)F)cc4)cc3)c2c(OC)c1OC	-1	-3	-0.3	-3	101	-1	-2	-6	0.9	3
21	CCOc1ccc(NCC(=O)Nc2ccc(C)cc2C)cc1	4	-9	0.0	-3	109	2	-11	13	0.0	1
22	CCOc1ccc(S(=O)(=O)Nc2cccc(C(=O)NCC3CCCO3)c2)cc1 (configuration not stated)	-4	-2	0.2	-2	99	-1	-5	-4	-2.3	0
23	c1ccc2c(-c3ccc4nncn4c3)cncc2c1	1	nt	0.6	-1	101	5	-3	2	-1.2	-12
24	COCCn1c(N)c(C(=O)NS(=O)(=O)c2ccc(C)cc2)c(=O)[nH]c1=O	2	-8	-0.3	5	95	-3	-4	1	-1.1	1
25	Cc1cccc(NC(=O)c2c(C)cc(=O)oc2C)n1	1	-2	-0.2	-1	97	0	2	4	-1.6	-1
26	Cc1nnc(Sc2cc(NCCO)c([N+](=O)[O-])c3nonc23)s1	-27	21*	0.1	-1	309	50*	10	0	-5.8	10
27	CCOC(=O)c1c(C)nc(C)c(C(=O)OCC)c1-c1cccc(N)c1	-3	8	0.0	18	99	-6	-9	-3	-2.1	3
28	O=C(Cc1cccc2ccccc12)Nc1c(F)cccc1F	12	-14	0.1	-10	93	1	-2	-13	0.3	-3
29	CCN1C(=O)[C@H]2[C@@H](c3ccc(C(F)(F)F)cc3)N[C@]3(CCCN(Cc4ccco4)C3=O)[C@H]2C1=O	1	-8	0.0	-2	90	4	-3	-5	-1.5	5
30	CCn1c(O)c(/C=N/N=C/c2ccc(OC)cc2)c2cc(C3=NNC(=O)CC3)ccc21	13	-5	-0.1	i	98	-7	-9	3	18*	-3
31	CC(=O)c1c(C)[nH]c(C(=O)Nc2ccc(F)cc2F)c1C	19	-6	0.1	2	102	1	3	-19	1.9	5
32	CC(=O)Nc1ccc(S(=O)(=O)N2CCN(c3ccc(C(C)=O)cc3)CC2)cc1	0	nt	0.2	nt	102	-3	-2	1	-0.3	3
33	COC(=O)c1c(NC(=O)CN2CCC3(O)CCCCC3C2c2cc(OC)ccc2OC)sc(C)c1C (configuration not stated)	9	-10	-0.3	-3	94	-6	-2	1	-0.6	-7
34	CC(=O)Nc1ccc(Oc2cnc3ccccc3n2)cc1	7	1	-0.3	-2	95	2	-5	-2	-0.6	-6
35	Cc1ccc(CNC(=O)c2oc3ccc(S(=O)(=O)N4CCC5(CC4)OCCO5)cc3c2C)cc1	10	1	-0.3	6	100	-5	5	2	-0.5	-5
36	O=S1(=O)CCOC[C@H](Cc2ccccc2)N1Cc1ccccc1Br	8	-3	-0.1	2	96	7	-1	-6	4.3	-6
37	COc1ccc(NC(=O)c2ccc(-c3ccc([N+](=O)[O-])cc3)o2)cc1	6	-4	0.0	6	99	2	-5	-1	4.6	0
38	COCCN=c1scc(-c2ccc3c(c2)NC(=O)CO3)n1/N=C(\C)c1ccc(O)cc1	12	6	0.0	2	96	-7	-8	13	-3.5	-3
39	O=C(O)CCC(=O)Nc1ccc2c(c1)Cc1cc(NC(=O)CCC(=O)O)ccc1-2	12	-9	0.0	11	95	-2	-12	-2	-1.9	-3
40	O=C(Nc1ccc2c(c1)CCC2)c1c(F)cccc1Cl	6	-1	-0.2	5	96	-5	7	-2	-1.7	2
41	O=C1CSC2=NCN(c3ccc4c(c3)OCO4)CN12	0	2	0.0	14	97	-7	1	-1	0.1	4
42	O=C(NCc1ccco1)/C(=C\c1cccs1)NC(=O)c1cccs1	-5	-2	-0.1	-7	101	4	0	2	-0.4	2
43	CCOP(=O)(c1ccccc1)c1nc(-c2ccc(F)cc2)oc1N1CCCCC1 (configuration not stated)	-2	-5	0.1	-2	97	-6	0	0	-0.7	-2
44	CCCNC(=O)CCNC(=O)[C@H](O)C(C)(C)CO	6	-2	-0.1	-3	102	3	10	-2	-0.8	2
45	Cn1cccc1CC(=O)NNC(=S)NC(=O)c1ccccc1Br	-2	13	-0.1	11	95	-5	-3	-8	-2.5	0
46	CC1(c2ccc(Cl)cc2)NC(=O)N(CC(=O)NCc2cccs2)C1=O (configuration not stated)	-2	-11	-0.2	nt	102	0	-6	-3	-0.1	1
47	Cc1cc(C)cc(NC(=O)CCc2ccc(C)o2)c1	-4	-6	-0.6	-3	91	0	-4	7	-0.5	0
48	CC(C)NS(=O)(=O)c1ccc(N2C(=O)c3ccccc3C2=O)cc1	4	-2	-0.2	10	93	1	9	0	-0.6	1
49	COc1ccccc1NC(=O)N1CCCC1C(=O)NCCc1ccccc1 (configuration not stated)	11	1	-0.1	1	100	1	-6	-5	-1.8	0
50	CN1C(=O)NC(c2ccccc2Cl)C2=C1CC(C)(C)CC2=O (configuration not stated)	3	-4	0.1	11	101	13	2	-12	1.1	-1
51	COc1ccc(CCNC(=O)c2cc(-c3ccccn3)nc3c(Cl)cccc23)cc1OC	14	-8	-0.2	-7	92	-2	-7	5	-0.5	1
52	O=C(COc1ccc2ccccc2c1)N1CCN(c2ccccc2)CC1	9	1	-0.1	15	94	1	2	-1	-0.4	1
53	S=C1CCC(c2ccc(Br)cc2)=NN1c1ccccc1	12	-4	-0.2	-2	102	-10	0	-4	-1.4	-6
54	Brc1cccc(/C=N\n2cnnc2)c1	-1	9	1.0	-16	103	4	-11	0	-2.5	2
55	Cc1cccc(NC(=O)COc2nsnc2N2CCOCC2)c1	-1	1	-0.2	2	97	0	-4	4	-2.3	0
56	COC(=O)C1=C(Nc2ccccc2NC(=O)CCCC(=O)O)CSC1	3	nt	-0.1	-5	101	1	-6	-3	0.4	1
57	O=C(NC(=S)N1CCOCC1)C12CCC3CC(CC(C3)C1)C2	-1	-1	-0.2	25	101	10	-10	-1	1.8	4
58	COc1ccc(/C=C/C(=O)NC(=S)NNC(=O)c2cccnc2)cc1OC	1	9	0.7	-2	98	-2	-6	0	-0.3	-1
59	CC(C)(C)C(=O)/C=C1\SCC(=O)N1CC(=O)N1CCN(c2ccccc2)CC1	5	-1	0.2	6	104	-8	4	7	0.5	1
60	COc1ccc(/C=C2\SC(=S)N(CC(=O)NC3CCS(=O)(=O)C3)C2=O)cc1 (configuration not stated)	5	-3	0.0	2	98	1	1	-2	-2.9	-2

# (continued)
no.	SMILES	MC4R antag cAMP	TLR9-MyD88 inh	aDG glyco act	Vif inh	ABCB6 inh MLPCN	ABHD5 PLIN5 PPI	NOD2-RIPK2 inh	Granule exo inh	MC4R barr agon	N-glyco inh
61	CC(C)c1ccc(-c2nnn(CCC#N)n2)cc1	4	6	0.4	-2	99	1	6	0	-3.9	-2
62	Cc1nnc(SCC2=C(C(=O)O)N3C(=O)C(NC(=O)c4cc(F)c(F)cc4Cl)C3SC2)s1 (configuration not stated)	4	-9	0.1	13	102	4	-14	6	-2.6	3
63	CC(C)Cn1c(N)c(C(=O)COC(=O)/C=C/c2cccs2)c(=O)n(C)c1=O	2	0	1.8	-17	94	1	-1	4	-2.0	0
64	Cc1cc(=O)oc2c(C)c(OC(C)C(=O)NC3CCN(Cc4ccccc4)CC3)ccc12 (configuration not stated)	-1	13	-0.2	-1	102	4	3	-1	1.4	4
65	O=C(NCCCCc1ccccc1)c1cccc(NC(=O)C2CCCC2)c1	7	-7	0.0	nt	89	1	-9	4	-1.1	-3
66	C/C(O)=C\c1nc(=O)c2c(C)cc(C)nc2n1-c1ccccc1	7	-5	-0.2	5	95	-6	-4	7	1.6	2
67	CCS(=O)(=O)N1CCC(C(=O)NCCC2=CCCCC2)CC1	5	1	0.0	9	107	9	1	6	-0.2	0
68	Fc1ccc(OCc2nnc(SCCN3CCOCC3)o2)cc1	-4	2	0.0	nt	99	-6	0	0	-1.5	4
69	CC(C)(C)NC(=O)NC(=O)COC(=O)c1cccc(OC(F)F)c1	4	-3	0.1	22	96	-3	-9	-27	0.8	3
70	Cc1nn(-c2ccccc2)c(C)c1/C=C/C(=O)OCC(=O)Nc1ccc(S(N)(=O)=O)cc1	-6	5	-0.3	1	94	4	-6	13	-2.3	-1
